High-throughput results as filed in PubChem BioAssay.
S2 tox: Viability Counterscreen for Primary qHTS for Inhibitors of ATXN expression; S2 cells (HEK-293 line with an ATXN2-luciferase reporter) viability, CellTiter-Fluor protease fluorescence, 24 h; Potency, µM (highest dose often 56.7 µM), most hits filed as cytotoxic; AID 651635, 2014; 400,000 tested, 0.49% active; further: potency means the concentration at half of the fitted maximal effect; nearly all actives have a fitted effect of over 40% in size
IL1B secr inh: qHTS for Inhibitors of Inflammasome Signaling: IL-1-beta AlphaLISA Primary Screen. THP-1 LPS/ATP IL-1B secretion, AlphaLISA, 16 h; hits give low values. activity change, % at 57.5 µM. 360,000 tested, 4.7% active. AID 743279, 2014; in the data active means activity change below about -50%; inconclusive means mostly about -30% to -49%; further: on the % scale 0 is the no-effect control and ±100 the full control effect
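THP-1 cells pretreated 1 hr with compounds (up to 57.5 uM final), then stimulated with LPS (250 ng/mL final) plus ATP (1.25 mM final); secreted IL-1B measured by AlphaLISA after 16 hr, decreased signal indicating inhibition.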
KB-3-1 cytotox: qHTS assay for MDR1-selective chemotherapeutics: Primary screen using the parental adenocarcinoma cell KB-3-1 | 400,000 tested, 1.4% active | Potency, µM (titrated, usually from 46.1 µM), for inactives: top-dose activity change, negative = cytotoxic, usual class: cytotoxic | KB-3-1 viability, CellTiter-Glo ATP luminescence, 72 h; further: potency means the concentration at half of the fitted maximal effect; on the % scale 0 is the no-effect control and ±100 the full control effect; nearly all actives have a fitted effect of over 60% in size
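Screening of KB-3-1 cells (DMEM, 10% FBS, phenol-red free) ran from lowest to highest compound concentration; after 72 h at 37 °C viability was read luminescently and curves fitted.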
HT1080NT lethal: qHTS for induction of synthetic lethality in tumor cells producing 2HG: qHTS for the HT-1080-NT fibrosarcoma cell line; HT-1080-NT fibrosarcoma viability, CellTiter-Glo ATP luminescence, 48 h; Potency, µM (highest dose often 46.1 µM), for inactives: at the top dose activity, negative = less viability, most hits filed as cytotoxic; 360,000 tested, 1.6% active;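 further: NT is the 2HG producing partner of a matched IDH1 knockdown line; potency means the concentration at half of the fitted maximal effect; 0% = DMSO-treated cells and -100% = media-only wells without cells; nearly all actives have a fitted effect of over 55% in size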
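A 48-hour cytotoxicity screen used HT-1080-NT cells plated 2 hours before compound delivery. ATP-based CellTiter-Glo luminescence measured viability, normalized to DMSO and no-cell controls.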
SW480 rerep: A quantitative high throughput screen for small molecules that induce DNA re-replication in SW480 colon adenocarcinoma cells | SW480 DNA re-replication, Hoechst DNA content imaging, 48 h | Potency, µM (top dose mostly 46.1 µM), for inactives: at the top dose re-replication activation, actives largely listed as activators | 340,000 tested, 1.8% active; further: potency means the concentration at half of the fitted maximal effect; % of control where 0% means no effect; nearly all actives have a fitted effect of over 55% in size
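Image-based read-out: total Hoechst fluorescence of nuclei (405 nm excitation, 500-530 nm emission), with hits raising the fraction of high-intensity nuclei. SW480 colon cells incubated 48 hr with compounds at 37 C.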
MCF10A rerep: A quantitative high throughput screen for small molecules that induce DNA re-replication in MCF 10a normal breast cells; 350,000 tested, 2.9% active; Potency, µM (series often up to 46.1 µM), inactives show at the highest dose activity, positive = re-replication, hits mostly activators; MCF 10A DNA re-replication, Hoechst nuclear intensity, 48 h; further: potency means the concentration at half of the fitted maximal effect; % of control where 0% means no effect; nearly all actives have a fitted effect of over 50% in size
HepG2 viability: qHTS for Inhibitors of TGF-b: Cytotox Counterscreen; HepG2 CAGA-GFP viability, ATP luminescence, 18 h; Potency, µM (highest dose often 46.1 µM), inactives show top-dose activity change, negative = cytotoxicity, most hits filed as cytotoxic; 410,000 tested, 0.76% active; further: potency means the concentration at half of the fitted maximal effect; some results filed as inactive show a strong effect at the top dose
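CellTiter-Glo luminescence gave cytotoxicity after 18 hours at 37 degrees C. The cells were HepG2 CAGA-GFP in 1% FBS DMEM, stimulated with 500 pg/mL TGF-beta after compound addition. %Activity was normalised to no-cell wells (complete cell-killing) and DMSO (no toxicity), and curves were fitted and classified.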
ATXN2 expr inh: Primary qHTS for Inhibitors of ATXN expression. HEK-293 ATXN2-luciferase reporter, luminescence, 24 h. Potency, µM (doses to about 57 µM), inactives show at the top dose activity change, negative = inhibition, usual class: inhibitors. 360,000 tested, 0.72% active. AID 1745845, 2022; further: potency means the concentration at half of the fitted maximal effect; on the % scale 0 is the no-effect control and ±100 the full control effect; nearly all actives have a fitted effect of over 55% in size
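qHTS (up to 57 uM final) was run with 24 h compound exposure of reporter cells at 37 °C. Each well was multiplexed: SteadyGlo luminescence measured ATXN2-luciferase expression after a fluorogenic Gly-Phe-AFC viability readout (25 uM final).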
HT1080 IDH1KD tx: qHTS for induction of synthetic lethality in tumor cells producing 2HG: qHTS for the HT-1080-IDH1KD cell line | 360,000 tested, 2% active | HT-1080 IDH1 knockdown viability, ATP luminescence, 48 h | Potency, µM (titrated, usually from 46.1 µM), for the others: at the top dose activity, negative = toxicity, hits mostly cytotoxic;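 further: potency means the concentration at half of the fitted maximal effect; 0% = DMSO wells and -100% = cell-free medium wells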
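Cytotoxicity counter-line: IDH1KD HT-1080, 48 h, CellTiter-Glo. Curves classed by r2, magnitude and activity.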
The depositor's hits bear a star; i = inactive; ? = inconclusive; . = no result given; [ ] = another dose, or the depositor's remark. Unless noted, the call rests on the fitted dose curve; in most records, active means well fitted curve in the direction sought with a large enough effect; inconclusive means small, poorly fitted or top-dose-only effect, or another doubt; inactive means no such curve, though single readings can be large; an effect the other way counts as inactive or inconclusive. Compounds as they come. Share with any hit: about 8.9%.

SMILES	S2 tox	IL1B secr inh	KB-3-1 cytotox	HT1080NT lethal	SW480 rerep	MCF10A rerep	HepG2 viability	ATXN2 expr inh	HT1080 IDH1KD tx
O=C(OCC(=O)N1CCOCC1)c1ccccc1Cc1ccccc1	i	-4	1%	-5%	0%	-1%	-19%	.	-5%
CCN(CC)c1ccc(NC(=O)C(C)C)cc1	i	-5	-3%	17%	-5%	-5%	-24%	7%	17%
COc1ccc(-c2sc(Nc3ccccc3)n[n+]2-c2ccc(F)cc2)c(OC)c1OC	i	-13	2%	0%	2%	-1%	-12%	-11%	0%
COCCN1C(=O)/C(=C/c2cc3c(cc2Br)OCO3)NC1=S	?	8	-1%	-9%	-4%	19%	-5%	-21%	0%
C/C(COc1ccccc1)=N\NC(=O)c1nnn(-c2nonc2N)c1-c1ccc(C)cc1	i	-10	2%	1%	.	.	-4%	.	-9%
CCOC(=O)N1CCN(C(=O)c2ccccc2NC(=O)c2ccc(F)cc2)CC1	i	4	-4%	-5%	-3%	-4%	-13%	.	-5%
Cc1cccc(C)c1NC(=O)CCCCCNS(=O)(=O)c1ccccc1	i	9	8%	-7%	-2%	-3%	-2%	-14%	1%
CC(CNCc1ccc2c(c1)OCO2)NCc1ccc2c(c1)OCO2 (configuration not stated)	i	-25	0%	-22%	-1%	-5%	-30%	-23%	-12%
CC(C)c1ccc(C2CC(=O)N3CN(C)CSC3=C2C#N)cc1 (configuration not stated)	i	-7	0%	17%	5%	-12%	-8%	-8%	-3%
CC(C)(C)OC(=O)[C@H](Cc1ccccc1)NC(=O)c1[nH]cnc1C(=O)Nc1cccc(Cl)c1	32µM*	-51*	?	?	7%[9.22 µM]	15µM*	-55%	?	?
O=C(NC1CCCCC1)C(c1ccccc1F)n1c(=O)c(-c2cc3ccccc3[nH]2)nc2ccccc21 (configuration not stated)	.	65	?	-24%	.	.	.	.	?
Cc1cc(C)c2nc(NC(=O)c3ccc4c(=O)n5c(nc4c3)CCCCC5)sc2c1	i	-4	-3%	6%	-1%	16%	-17%	.	-4%
O=C(CCC(=O)c1cccs1)NCc1cccc(C(F)(F)F)c1	i	10	0%	3%	-2%	9%	-1%	4%	3%
CCOC(=O)C1=NOC(COc2ccccc2C=O)C1 (configuration not stated)	i	-9	-1%	18%	-4%	0%	11%	-12%	11%
Nc1ccccc1C(=O)NN=Cc1cccc([N+](=O)[O-])c1	i	35	0%	3%	.	.	-6%	41%[activator]	2%
Cc1noc(C)c1COc1ccc(C(=O)OCC(=O)NCCN2C(=O)CSC2=O)cc1	i	25	10%	4%	-1%	-3%	6%	-28%[11.3 µM]	-6%
CCN1CCN(c2cc(C)c3cc(NC(=O)c4ccc(Br)o4)ccc3n2)CC1	i	-2	?	-28%	?	?	-32%	1%	?
Nc1nonc1-c1noc(CCCOc2ccc(Cl)cc2Cl)n1	i	3	7%	-13%	-14%	7%	9%	-13%	?
CC(=O)N1c2ccc(S(=O)(=O)NC(CC(=O)O)c3ccc(Br)cc3)cc2CC1C (configuration not stated)	i	-9	-2%	-4%	-2%	7%	4%	-7%	5%
Cc1ccc(-n2nc(C(=O)N3CCN(c4ccccc4F)CC3)c(=O)n(C)c2=O)cc1	i	.	7%	.	.	.	0%	-5%	.
CCOC(=O)C1CCN(C(c2cccc(OC)c2)c2sc3nc(C)nn3c2O)CC1 (configuration not stated)	i	-25	-15%	-2%	-9%	1%	-18%	5%	-2%
CCN(CC(=O)Nc1ccc(NC(C)=O)cc1)C(=O)CN1C(=O)NC2(CCCC2)C1=O	i	8	-1%	4%	-8%	-1%	1%	3%	4%
CC1C(=O)Nc2ccc(S(=O)(=O)NCc3ccc(Cl)cc3)cc2NC1=O (configuration not stated)	i	30	-18%	-5%	0%	20%	-16%	-9%	-1%
O=C(CNc1cccc([N+](=O)[O-])c1)N/N=C/c1ccc(F)cc1	i	-9	-2%	-10%	-2%	-2%	2%	3%[11.3 µM]	-2%
Cc1c(C(=O)NCCC#N)sc(=O)n1Cc1ccc(C(=O)N(C)C)cc1	i	33	8%	15%	.	.	0%	16%	13%

Sorted by length of the SMILES (falling): three of the compounds above
SMILES	S2 tox	IL1B secr inh	KB-3-1 cytotox	HT1080NT lethal	SW480 rerep	MCF10A rerep	HepG2 viability	ATXN2 expr inh	HT1080 IDH1KD tx
COc1ccc(-c2sc(Nc3ccccc3)n[n+]2-c2ccc(F)cc2)c(OC)c1OC	i	-13	2%	0%	2%	-1%	-12%	-11%	0%
Cc1c(C(=O)NCCC#N)sc(=O)n1Cc1ccc(C(=O)N(C)C)cc1	i	33	8%	15%	.	.	0%	16%	13%
COCCN1C(=O)/C(=C/c2cc3c(cc2Br)OCO3)NC1=S	?	8	-1%	-9%	-4%	19%	-5%	-21%	0%

The listing continues.
SMILES	S2 tox	IL1B secr inh	KB-3-1 cytotox	HT1080NT lethal	SW480 rerep	MCF10A rerep	HepG2 viability	ATXN2 expr inh	HT1080 IDH1KD tx
CC[C@@]1(C(=O)OC)N[C@H](CN(C)C(=O)COc2ccccc2)[C@@H]2C(=O)N(Cc3ccccc3)C(=O)[C@@H]21	i	2	3%	1%	-16%	-2%	-5%	-7%	8%
Cc1cccc(N2C(=O)N(Cc3cccc(C#N)c3)c3ccccc3S2(=O)=O)c1	i	.	-6%	.	.	.	-1%	-10%	.
CC(=O)COc1cc2c(-c3cc4ccccc4o3)cc(=O)oc2cc1C	i	40	-3%	-3%	?	?	-4%	-29%	-7%
Cc1cc(C)c(Nc2ncccc2C(=O)O)c(C)c1	i	1	-5%	-2%	-1%	-9%	8%	37%	-5%
Cc1cc(C)c(C(=O)C(C)OC(=O)C2=COCCO2)cc1C (configuration not stated)	i	i	6%	16%	-28%	6%	0%	6%	26%
Cc1cccc(NC(=O)c2cc(NC(=O)c3ccco3)ccc2N2CCCCC2)c1	i	-9	-1%	-2%	16%	12µM*	-45%	-1%	14%
O=C(NCc1ccc(OC(F)(F)F)cc1)c1ccc2c(c1)S(=O)(=O)c1ccccc1C2=O	i	-28	9%	-10%	0%	3%	-12%	-19%	-12%
CCOC(=O)c1cnn(-c2nc(-c3ccc(C)cc3)cs2)c1C(F)(F)F	?	18	?	-13%	?	8%	-3%	-10%	-27%
NS(=O)(=O)c1ccc(CNC(=O)c2ccc(C(=O)c3ccccc3)cc2)cc1	i	-7	13%	-2%	-7%	-2%	6%	0%	0%
CC1Cc2ccccc2N1S(=O)(=O)c1nnc(NC(=O)c2cccc(F)c2)s1 (configuration not stated)	?	.	?	.	.	.	-32%	?	.
COc1ccc(NC(=O)CN(C)S(=O)(=O)c2ccc(Br)s2)cc1	i	0	-20%	-8%	-5%	1%	0%	-14%	-9%
CNS(=O)(=O)c1ccc2c(c1)NC(=O)C1CCCN21 (configuration not stated)	i	7	7%	19%	-4%	0%	-4%	-3%	18%
COc1ccc(CC(NC(C)=O)C(=O)NC2CCN(C(=O)Nc3ccccc3Cl)CC2)cc1OC (configuration not stated)	i	12	7%	1%	1%	2%	-29%	4%	1%
Cc1c(C(=O)NCc2cccc(Cl)c2)sc(=O)n1Cc1cccc(F)c1	i	-23	-15%	?	.	.	-2%	?	?
C[C@H]1CN([C@@H](C)CO)S(=O)(=O)c2ccc(/C=C/c3ccccc3)cc2O[C@H]1CN(C)C(=O)NC1CCCCC1	?	-55*	?	?	.	.	-5%	?	?
Cc1cc(=O)n(-c2ccc3ccccc3n2)[nH]1	i	14	-17%	?	?	?	-29%	1%	-25%
O=C(Cn1c(=O)oc2cc(S(=O)(=O)N3CCCCC3)ccc21)N1CCc2ccccc2C1	i	15	6%	0%	-2%	25%	-2%	-13%	1%
Cc1ccc(-n2ncc(Cl)c2C(=O)NCc2ccccc2)cc1	i	37	-15%	-1%	-11%	-3%	-19%	9%	-6%
CC1CN(CC(O)COc2ccc(C(=O)c3ccccc3)cc2)CC(C)O1 (configuration not stated)	i	6	3%	-1%	1%	?	-1%	-22%	0%
O=c1[nH]c2ccccc2nc1Cc1ccccc1	i	0	8%	-10%	-19%	19%	-14%	41%[activator]	1%
COC(=O)c1ccccc1NC(=O)c1ccc2nc(Cc3ccccc3)oc2c1	i	.	0%	.	.	.	1%	-11%	.
C=CCNc1ncnc2c1ncn2[C@H]1CN(Cc2cc(OC)c(OC)c(OC)c2)C[C@@H](CO)O1	i	-12	0%	19%	.	.	4%	5%	0%
CN(Cc1ccc(Cl)cc1)C(=O)COC(=O)CSc1ccc([N+](=O)[O-])cc1	i	2	-9%	-7%	-4%	5%	-43%	-12%	-1%
CCOC(=O)N1CCN(C(=O)c2ccc(S(=O)(=O)Nc3ccccc3)cc2)CC1	i	37	-19%	-1%	-8%	2%	3%	5%	-6%
Cc1cccc2cc(COC(=O)c3ccccc3)c(=O)[nH]c12	i	5	0%	9%	-2%	2%	10%	5%	4%
Oc1c(C(c2cccs2)N2CCC3(CC2)OCCO3)sc2ncnn12 (configuration not stated)	i	-3	-19%	10%	-6%	-1%	-22%	-19%	-1%
CCc1cnc2c(c1SCC(=O)Nc1ccc(OC)c(OC)c1)c(=O)n(C)c(=O)n2C	?	.	1%	.	.	.	-16%	-5%	.
CC(Oc1ccccc1)C(=O)NN1Cc2ccccc2C1=N (configuration not stated)	i	-3	-3%	2%	-12%	11%	-4%	-5%	-3%
Cc1ccc(S(=O)(=O)NC(=O)COc2ccccc2C)c(C)c1	i	1	.	-4%	-1%	?	-1%	4%	0%
Cc1ccc(SCCC(=O)OCC(=O)Nc2ncc(Cl)cc2Cl)cc1	i	-4	1%	7%	-6%	-3%	0%	-7%	-5%
